High-throughput results from PubChem.
E coli growth: bacterial growth inhibition, counter-screen for AddAB inhibitors | 0.27% of 330,000 active | E. coli V3065 growth, OD600 absorbance, 18 h | inhibition, % at 11.9 µM;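 active = inhibition above the campaign's mean inhibition across all tested compounds plus 3 SD, cut at about 9.9% in these data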;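 also: uninfected addAB+ strain grown without phage in ampicillin broth; 0% = DMSO wells and 100% = ciprofloxacin 0.95 µg/ml wells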
DAGLB inh: diacylglycerol lipase beta (human) inhibition; Q8NCG7; HEK293T DAGLB membrane lysate, EnzChek fluorogenic substrate; inhibition, % at 5.17 µM; 0.059% of 340,000 active; AID 504411; in the data active = inhibition above about 34%;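 also: 0% = enzyme with vehicle and 100% = wells lacking enzyme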
Target sequence (Q8NCG7 whole entry, looked up): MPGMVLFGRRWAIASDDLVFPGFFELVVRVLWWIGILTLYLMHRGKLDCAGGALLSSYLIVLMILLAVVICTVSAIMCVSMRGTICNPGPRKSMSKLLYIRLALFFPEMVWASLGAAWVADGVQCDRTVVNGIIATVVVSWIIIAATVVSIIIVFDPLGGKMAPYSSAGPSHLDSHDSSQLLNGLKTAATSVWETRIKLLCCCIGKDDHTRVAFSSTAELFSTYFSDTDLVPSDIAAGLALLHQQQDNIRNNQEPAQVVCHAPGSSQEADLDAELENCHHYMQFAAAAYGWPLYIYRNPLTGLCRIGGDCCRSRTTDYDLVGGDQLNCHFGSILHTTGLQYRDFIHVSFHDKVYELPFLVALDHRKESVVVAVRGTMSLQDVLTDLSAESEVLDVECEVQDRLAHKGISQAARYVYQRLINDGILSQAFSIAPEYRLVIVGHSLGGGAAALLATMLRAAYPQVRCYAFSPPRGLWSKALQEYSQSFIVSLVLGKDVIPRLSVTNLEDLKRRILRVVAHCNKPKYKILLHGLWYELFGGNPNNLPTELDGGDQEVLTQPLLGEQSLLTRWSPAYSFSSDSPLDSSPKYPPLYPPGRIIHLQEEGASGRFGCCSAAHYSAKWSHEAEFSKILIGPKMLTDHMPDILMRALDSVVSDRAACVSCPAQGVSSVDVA
AddAB inh: less growth of phage-infected E. coli with AddAB; E. coli expressing H. pylori AddAB, absorbance growth; inhibition, % at 11.9 µM; 0.29% of 330,000 active; in the data active = inhibition above about 12%;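 also: 0% = vehicle wells of infected cells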
Rtt109 HAT inh: C. albicans Rtt109 histone acetyltransferase inhibition; Q5AAJ8; purified Rtt109/Vps75, ThioGlo CoA-SH fluorescence, 4 h; inhibition, % at 34.9 µM; 0.16% of 330,000 active; AID 540336;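 active = inhibition of at least 50% in every replicate; inconclusive = best replicate reaches 50% inhibition but some replicates fall short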
Target sequence (Q5AAJ8 whole entry, looked up): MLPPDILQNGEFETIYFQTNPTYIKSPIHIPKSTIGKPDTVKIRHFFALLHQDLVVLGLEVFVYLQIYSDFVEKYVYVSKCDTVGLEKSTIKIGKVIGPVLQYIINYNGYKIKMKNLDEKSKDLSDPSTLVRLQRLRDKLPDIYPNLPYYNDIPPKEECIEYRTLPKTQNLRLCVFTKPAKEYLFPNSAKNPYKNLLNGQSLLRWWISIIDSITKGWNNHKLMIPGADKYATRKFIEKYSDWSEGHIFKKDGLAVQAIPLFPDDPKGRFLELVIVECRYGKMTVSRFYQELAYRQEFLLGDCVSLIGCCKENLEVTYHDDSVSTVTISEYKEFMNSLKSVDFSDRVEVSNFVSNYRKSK
phage Ecoli inh: E. coli growth loss with phage present | growth absorbance | inhibition, % at 11.9 µM | 0.26% of 360,000 active | AID 651602; in the data active = inhibition above about 11%
PfHsp90 yeast 2: inhibits growth of yeast expressing Plasmodium falciparum Hsp90. S. cerevisiae expressing PfHsp90, BacTiter-Glo ATP, 48 h; yeast lacking PDR1 and PDR3 efflux regulators. inhibition, % at 9.4 µM. 0.32% of 310,000 active;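 active = every replicate shows inhibition above about 80%, whatever the replicate mean, limit read from the data; inconclusive = mean inhibition reaches the set limit but some replicate falls short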;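 also: 0% = DMSO neutral controls and 100% = 20 µM radicicol positive controls; yeast relying on Plasmodium falciparum Hsp90 in place of its own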
PvdQ inh: blocks Pseudomonas aeruginosa PvdQ acylase activity; inhibition, % at 10 µM; 0.063% of 340,000 active; purified PvdQ acylase, fluorescence plate reader; in the data active = inhibition above about 30%, passing the limit was not always enough; inconclusive = no clear call, values can overlap the other calls;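 also: 0% = vehicle neutral wells and 100% = reference inhibitor wells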
Tat transport: E. coli Tat transport inhibition | E. coli MC4100 TorA-mCherry Tat export, fluorescence | inhibition, % at 10 µM | 0.036% of 340,000 active | AID 488895;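 active = mean replicate inhibition at least 50% and at least half of replicates individually reaching 50%; inconclusive = only one of the two criteria met; inactive = neither criterion met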;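 also: exported cargo escapes ClpAP degradation while cytoplasmic cargo is degraded and loses fluorescence; 0% = median of neutral control wells and 100% = median of NaSCN control wells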
CAL PDZ inh: blocks peptide binding to human CAL PDZ domain | Q9HD26 | purified CAL PDZ, TMR-peptide fluorescence polarization, 1 h | inhibition, % at 20 µM | 0.02% of 330,000 active | AID 504414;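 active = highest replicate inhibition of at least 40%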;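 also: plate controls were DMSO neutral control wells for no effect and unlabeled competitor peptide control wells for full effect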
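Test system: purified CerCALP PDZ construct; Compound dosing: one concentration, 20 µM compound; Also added: TMR-labelled reporter peptide T*-PRC34 bound in PDZ groove; Read-out: inhibition from polarization loss; Controls: unlabelled peptide and DMSO controls; Signal: FP readout, S and P plane fluorescence; Incubation: 1 h at RT.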
Wnt bcat act: activators of Wnt/beta-catenin signaling | Wnt/beta-catenin reporter cell assay, activator, plate reader | activation, % at 9.35 µM | 1.2% of 300,000 active | AID 743398; in the data active = activation above about 30%, passing the limit was not always enough; inconclusive = no clear call, values can overlap the other calls;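 also: 0% = neutral control wells and 100% = positive control wells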
The depositor's hits bear a star; ? = inconclusive; nt = no result given.

SMILES	E coli growth	DAGLB inh	AddAB inh	Rtt109 HAT inh	phage Ecoli inh	PfHsp90 yeast 2	PvdQ inh	Tat transport	CAL PDZ inh	Wnt bcat act
Cc1cc(Cn2nc(-c3ccccc3)cc2C(=O)NCc2cccs2)on1	-1.2	-11	0.7	1	3.6	1	-14	9	-1.3	1
Cc1cc(C)nc(NS(=O)(=O)c2ccc(NC(=O)c3ccc4c(c3)OCCO4)cc2)n1	2.0	3	0.3	-3	5.3	-70	-7	-1	-2.0	0
CCc1nnc(NC(=O)CCC(=O)N2CCN(C3c4ccccc4-c4ccccc43)CC2)s1	-0.4	7	1.5	-9	4.3	2	-8	13	0.4	0
COc1cc(NC(=O)c2sc3nc(C)nc(N4CCOCC4)c3c2C)cc(OC)c1OC	2.8	0	2.7	5	1.4	-57	-7	-7	-1.1	0
[N-]=[N+]=NCCN1CCN(Cc2ccccc2)CCC1=O	-0.9	0	2.3	-2	1.8	-3	-3	0	-0.5	1
CN(C)c1cc[n+](Cc2ccccc2)cc1	0.4	1	3.4	-6	2.8	nt	-9	0	-0.3	nt
O=C1CCN(S(=O)(=O)c2cccs2)c2ccc(C(F)(F)F)cc2N1	-0.4	0	-2.8	nt	3.2	20	-11	7	-0.2	-2
O=C1CC(C(=O)O)c2ccccc2N1 (stereo not drawn)	0.7	3	1.9	0	0.9	nt	6	8	-0.6	nt
Cc1cc(NC(=O)CSc2nc(-c3ccc(Br)cc3)nc3c2c(=O)n(C)c(=O)n3C)no1	-2.1	-1	5.4	-9	nt	0	-9	-1	-0.3	nt
CC(=O)Nc1nc2ccccc2n1Cc1ccccc1Cl	-8.1	2	-3.8	-4	-4.8	-28	-9	-2	-0.3	2
COc1ccc(-c2noc(N3CCC(C(=O)NCc4ccccc4Cl)CC3)n2)cc1	-0.6	-1	-1.7	-2	2.8	15	1	-1	-1.1	9
Cc1cc(C)n(C(=O)CCCC(=O)n2nc(C)cc2C)n1	-1.8	1	1.2	3	0.7	-5	-7	-16	nt	nt
CC(=O)OCC1OC(OCc2cn(C[C@H]3CC[C@@H]([C@@H]4CC[C@H](Cn5cc(COC6OC(COC(C)=O)C(OC(C)=O)C(OC(C)=O)C6OC(C)=O)nn5)O4)O3)nn2)C(OC(C)=O)C(OC(C)=O)C1OC(C)=O (stereo partly drawn)	-1.6	-3	-0.1	2	0.2	-18	11	0	1.6	-6
COc1ccccc1NC(=O)CN1CCN(CC(=O)Nc2ccc(OC)c(OC)c2)CC1	-1.8	0	0.6	-6	0.9	1	-7	-1	0.6	6
COc1ccc(C(=O)NC2CC2)cc1OC1CCN(Cc2ccccc2O)CC1	nt	0	nt	-3	1.2	-8	2	2	-0.1	-3
Cc1cccc(-n2nnc(C(=O)NCc3ccccc3Cl)c2N)c1	1.3	-6	-0.3	13	0.8	-14	-2	-7	-0.2	2
O=C(CS(=O)(=O)c1ccc(Br)cc1)N1CCOCC1	3.4	1	1.0	-2	0.3	4	-3	2	-0.8	0
CCN(CCC(=O)Nc1cc([N+](=O)[O-])ccc1OC)Cc1ccccc1	0.2	-1	0.9	9	0.7	-11	-3	-2	-2.3	nt
O=C(COc1ccc(Cl)cc1Cl)NC(=O)NC1CCCC1	nt	-4	nt	9	0.1	nt	3	-1	-2.9	21
O=C1C(Nc2ccccc2)=C/C(=N/S(=O)(=O)c2cccs2)c2ccccc21	3.3	28	17*	nt	nt	-6	17	13	-0.8	nt
CC(C)OC(=O)c1nnn(-c2nonc2N)c1CN1CCc2ccccc2C1	nt	0	nt	-4	1.1	3	8	7	0.0	nt
COc1ccc(-n2nc3c(c2NC(=O)c2ccc(Br)o2)CS(=O)(=O)C3)cc1	-0.3	1	1.5	5	2.9	10	8	-1	-3.8	-2
O=S(=O)(c1ccccc1Oc1ccc(Cl)cc1Cl)N1CCCCC1	-0.9	-10	1.3	2	3.5	-26	-8	3	0.3	19
CC(NC(=O)c1ccc(N(C)C)cc1)C(c1cccs1)N1CCN(C)CC1 (stereo not drawn)	1.1	0	0.4	3	1.1	-1	-7	0	-0.3	nt
Cc1ccc(S(=O)(=O)N2CCOCC2)cc1C(=O)OCC(=O)NCc1ccc2c(c1)OCO2	-3.2	0	-1.8	-2	-0.6	0	-12	-1	0.4	2
O=C(NCc1ccc(-c2csnn2)cc1)c1cccs1	0.8	2	0.6	-12	6.3	2	-18	3	-0.2	-2
CCOc1ccc(S(=O)(=O)N2CCC(C(=O)NCc3ccccn3)CC2)cc1	0.8	-2	2.1	-5	-2.0	8	-17	3	-1.6	-1
Cc1cnc(NC(=O)c2cncc(Br)c2)s1	-2.5	2	1.4	-10	4.0	-78	-2	27	-1.6	16
CCOc1ccc(N2C(=O)CC(N(Cc3ccco3)C(=O)CCC(=O)O)C2=O)cc1 (stereo not drawn)	2.9	3	0.6	0	0.9	-10	-7	-4	-1.2	-1
CC(C(=O)Nc1ccccc1)c1ccc(-c2ccccc2)c(F)c1 (stereo not drawn)	1.4	-9	0.3	8	nt	-8	-4	-6	-1.8	nt
CN(CC(=O)Nc1ccccc1Cl)CC(=O)Nc1sc2c(c1C(N)=O)CCC2	-0.3	3	-3.1	-5	3.1	-4	3	2	-4.1	-1
COCc1[nH]nc2c1C(c1sccc1C)C(C#N)=C(N)O2 (stereo not drawn)	-0.2	-4	-0.8	-1	2.5	8	-6	-2	nt	-2
CC(=O)N/C(=C\c1cccc([N+](=O)[O-])c1)C(=O)NC1CCCCC1	2.2	2	0.2	-3	2.5	-20	3	-2	-0.1	10
CCOC(=O)COc1cccc2c(=O)n(CC(=O)NCc3ccccc3)ccc12	2.5	-2	0.2	-3	2.2	5	-11	1	-0.6	-3
CC(C)(C)n1ncc2c(=O)n(CC(=O)N3CCc4ccccc43)cnc21	1.7	-1	-1.8	-5	2.9	-5	-11	2	-0.1	nt
CN(Cc1cnc2nc(N)nc(N)c2n1)c1ccc(C(=O)NC(CCC(=O)O)C(=O)O)cc1 (stereo not drawn)	nt	-5	nt	9	0.2	-8	5	4	0.2	-1
O=C(COC(=O)CNS(=O)(=O)c1ccc(Br)cc1Cl)Nc1ccc(N2CCOCC2)cc1	0.4	-1	1.7	-3	0.8	-18	-10	-14	-2.1	-1
COc1ccc(/C=C(\C#N)C(=O)Nc2cc(C)c(Cl)cc2OC)cc1O	-1.0	0	-1.5	19	0.4	-8	3	-2	-1.6	-1
O=C(CCNS(=O)(=O)c1cccc2nonc12)NCCc1ccc(Cl)cc1	-1.5	-4	3.3	nt	0.8	26	-18	5	-1.6	-9
COc1ccc(/C=N/NC(=O)c2ccc(F)cc2)cc1CN1CCc2cc(OC)c(OC)cc2C1C (stereo not drawn)	-2.8	3	-1.4	-1	1.6	nt	-10	-3	11	-1
CCC(=O)c1ccc(O)cc1	2.6	-1	-0.2	-2	3.0	12	-6	13	0.5	2
COc1ccccc1N1CCN(C(=O)C2CCN(S(=O)(=O)c3ccccc3F)CC2)CC1	0.7	-2	2.1	2	2.5	23	-6	-7	-0.2	2
CCCCn1ccnc1C	nt	-1	nt	-4	-0.9	3	-16	0	-0.1	2
NNC(=O)C1COc2cc3ccccc3cc2O1 (stereo not drawn)	-0.1	-2	0.9	-9	1.2	3	-12	0	-1.1	-3
CCOc1ccc(NS(=O)(=O)c2cc(C)c(C)cc2C)cc1	2.1	-4	0.0	-1	1.9	32	-6	2	-0.8	0
COc1ccc(S(=O)(=O)N2Cc3ccccc3CC2C(=O)N2CCOCC2)cc1OC (stereo not drawn)	2.4	-1	-0.6	-12	3.6	17	-14	6	-3.2	0
CCOc1ccc2cc(S(=O)(=O)N3CCOCC3)ccc2c1	-0.6	-3	1.0	-8	0.8	-3	-1	-8	-0.8	nt
COc1ccc(NC(=O)C2CC(=O)N(C(C)C)C2)cc1 (stereo not drawn)	2.9	-2	0.8	-6	1.0	-5	-17	-4	nt	nt
CCc1cccc(C)c1NC(=O)CSc1nnc(-c2ccco2)n1N	-0.2	1	-1.6	-6	2.3	-24	-20	-4	-0.8	-6
Cc1cc(NC(=O)/C=C/c2ccco2)ccc1NC(=O)c1ccccc1	0.0	-2	0.1	-3	3.6	-23	-10	1	-0.3	16
CC1CCN(c2ccc(C(=O)Nc3nnc(C4CC4)s3)cc2[N+](=O)[O-])CC1	-3.5	2	1.3	-7	1.9	2	8	-1	0.6	0
Cc1cc2oc(=O)cc(CN3CCN(S(=O)(=O)/C=C/c4ccccc4)CC3)c2cc1C	3.4	-3	2.8	-4	1.9	4	-1	-3	-3.3	nt
CCn1c(CNC(=O)c2ccc(OC)c(OC)c2)nnc1SCC(=O)Nc1ccc(OC)cc1	-5.1	-1	2.4	7	0.9	-11	-6	0	-1.3	nt
Cc1ccc(-c2csc(-c3cc(C)on3)n2)cc1	2.0	-18	5.9	nt	2.0	-4	7	7	0.6	?
COc1ccc2nc(-c3ccccc3)cc(C(=O)OCC(=O)N3CC(C)OC(C)C3)c2c1 (stereo not drawn)	-0.9	-7	-0.7	-98	0.7	17	8	-2	-2.1	-1
C/C=C\C(=O)Nc1cccc(C2=NOC3(C2)C[C@H](C(N)=O)N(C(=O)Cc2ccc([N+](=O)[O-])cc2)C3)c1 (stereo partly drawn)	0.3	-1	0.2	0	1.4	-1	-6	-11	0.9	1
COc1ccc(S(=O)(=O)Nc2cccnc2)c(C)c1C	0.1	2	6.8	2	0.2	-39	-8	-2	-1.3	-2
COc1ccc(N2CCN(C(=O)c3ccc(SC)cc3OC)CC2)cc1	-0.6	-1	-1.4	nt	3.7	5	1	3	-2.6	0
Cc1ccc(OCC(=O)Nc2ccc3oc(=O)ccc3c2)cc1C	-1.8	-3	1.0	2	2.5	-17	3	-2	-2.5	-3
NNC(=O)/C(=C\c1cccs1)NC(=O)c1ccccc1	-1.8	0	0.5	1	3.8	9	-12	-14	0.0	nt

Remaining list, next part.
SMILES	E coli growth	DAGLB inh	AddAB inh	Rtt109 HAT inh	phage Ecoli inh	PfHsp90 yeast 2	PvdQ inh	Tat transport	CAL PDZ inh	Wnt bcat act
COc1cccc(NC(=O)CN(C)CC(=O)Nc2ccc(Cl)cc2[N+](=O)[O-])c1	1.0	-6	2.3	-5	-1.1	-12	-15	6	0.7	-2
CC(C)CNC(=O)CN1C(=O)NC2(CCCc3ccccc32)C1=O (stereo not drawn)	-0.6	1	2.3	-5	2.0	-4	-10	-8	-2.7	-1
CCC1=Nc2cc(C(=O)NCc3ccco3)ccc2Sc2ccccc21	-1.1	0	3.1	16	1.0	2	11	3	-0.6	-18
COc1cc(S(=O)(=O)N2CCOCC2)ccc1NC(=O)CSc1nnc(N)s1	-1.8	-1	-0.9	-24	1.2	12	-17	-9	-1.0	nt

Some of these compounds in order of their number in CAL PDZ inh, high to low:
SMILES | CAL PDZ inh
COc1ccccc1N1CCN(C(=O)C2CCN(S(=O)(=O)c3ccccc3F)CC2)CC1 | -0.2
CCOc1ccc(NS(=O)(=O)c2cc(C)c(C)cc2C)cc1 | -0.8
COc1cc(S(=O)(=O)N2CCOCC2)ccc1NC(=O)CSc1nnc(N)s1 | -1.0
